Screens: PubChem, several laboratories
M17LAP inhibition – P. falciparum M17LAP inhibitors, primary screen, biochemical, fluorogenic H-Leu-NHMec substrate, 1536-well (AID 1619); recombinant M17LAP, H-Leu-NHMec fluorogenic kinetic assay; higher % means a stronger effect; inhibition, % at 30 µM, or IC50 in µM where a hit was titrated; 220,000 compounds, 0.38% hits;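 active = compound inhibiting the enzyme by more than half at any dose during confirmatory dose-response retesting; inconclusive = strong single-dose inhibitors picked by rank but not retested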;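 also: plate controls were full reaction with DMSO carrier for no effect and no enzyme background for full effect; strong numbers were not always called active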
CSM14.1 death rescue – protection against thapsigargin-triggered cell killing – 384-well, CSM14.1, ATP luminescence, primary screen (AID 1222) | 190,000 tested, under 10 active | cellular ATP content (survival), % at 20 µM; hits with a dose series show EC50 in µM | CSM14.1 thapsigargin-induced death rescue, ATP luminescence; higher % means a stronger effect;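 active = EC50 below 50 µM in the dose-response confirmation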;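 also: death triggered by thapsigargin at about 15 µM added after 2 h compound pretreatment; cell ATP read after overnight thapsigargin exposure of roughly 18 to 22 hours; normalized against plate controls of thapsigargin alone and 5% DMSO vehicle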
bCat nuc transl – beta-catenin nuclear translocation modulation; nuclear translocation activity, % at 5 µM; 190,000 compounds, 0.3% hits; HeLa beta-catenin nuclear translocation, immunofluorescence imaging; AID 1665;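 active = nuclear translocation activity above 50% at 5 µM, with a well cell count of 50 or more; inconclusive = wells under 50 cells across six images, flagged as toxic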;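 also: per-cell ratio of nuclear to cytoplasmic median beta-catenin stain intensity; plate controls were DMSO negative control for no effect and GSK-3 inhibitor IX positive control for full effect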
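System: Human HeLa cells, endogenous beta-catenin | Compound dosing: 5 µM primary, 0.02–20 µM confirmation | Timing: 24 h compound exposure at 37°C, 5% CO2 | Measured by: Fluorescence imaging of beta-catenin antibody stain plus DAPI | Read-out basis: % activation of per-cell nuclear versus cytoplasmic median beta-catenin signal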
M1AAP inhibition – P. falciparum M1AAP inhibitors, biochemical, fluorogenic H-Leu-NHMec substrate, 1536-well (AID 1445). recombinant M1AAP, H-Leu-NHMec fluorogenic kinetic assay; higher % means a stronger effect. inhibition, % at 30 µM, or IC50 in µM where a hit was titrated. 220,000 compounds, 0.42% hits;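 active = primary inhibition above the hit cutoff, then over 50% inhibition at one or more dose response concentrations, cut at about 23% in these data, passing the limit was not always enough; inconclusive = conflicting primary data, or primary hits not chosen for dose response; inactive = low primary inhibition, or under 50% at every dose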;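 also: plate controls were DMSO full reaction for no effect and no enzyme background for full effect; strong numbers were not always called active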
UTI89 phage lysis – inhibition of K1F phage lysis, E. coli UTI89, bacterial capsule biogenesis inhibitors, alamar blue (AID 488966); inhibition, % at 100 µM, or IC50 in µM where a hit was titrated; E. coli UTI89 K1F phage lysis, alamar blue, 2 h; higher % means a stronger effect; 340,000 compounds, 0.02% hits;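 active = phage lysis inhibition, versus mean bacterial control, above a set limit; inconclusive = no clear call, values can overlap the other calls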;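 also: capsule biogenesis inhibitors block K1F phage lysis so surviving cells raise fluorescence; higher fluorescence means more inhibition of phage lysis; actives were called in the ten point dose series up to 300 µM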
MT stabilizer – microtubule stabilizers in HeLa cells. 200,000 compounds, 0.83% hits. HeLa tubulin immunostaining HCS, 24 h; share of cells brighter than vehicle mean+2SD. % tubulin-high responders, % at 10 µM;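 active = plate Z-score above 3 for both tubulin-high and condensed-nucleus cell shares, with cell loss under 80%, at 10 µM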;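 also: anti alpha tubulin signal scored within the nucleus-defined area of each cell; some results filed as inactive read as strong as hits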
Dynein cargo inh – dynein cargo transport inhibition. 3617.4 mouse cells, GR-EGFP nuclear translocation imaging; test concentration mostly 20 µM; stimulated with dexamethasone, 1 µM; stronger effect = lower value. z-score, hits read low. 220,000 compounds, 0.47% hits. AID 1381;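 active = plate z-score of nuclear minus cytoplasmic receptor signal below a set negative limit, without overly bright fluorescence or cell loss, cut at about -3.5 in these data, passing the limit was not always enough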;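 also: z-score of nuclear minus cytoplasmic ring GR-EGFP intensity difference per well; some compounds called inactive have numbers as strong as hits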
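Buffer or medium: tet-free medium with charcoal-stripped serum / Also added: dexamethasone agonist, 1.0 µM final, for 30 min / Timing: induction 48 h, compound 1 h, agonist 30 min / Measured by: high-content fluorescence imaging after fixation / Read-out: nuclear-to-cytoplasmic GR-EGFP distribution per well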
Insulin prom up – MIN6 insulin promoter up-regulation; AID 1625; 190,000 compounds, 0.3% hits; MIN6 insulin promoter-GFP reporter, high-content imaging; stronger effect = higher value; z-score at 5 µM;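 active = z-score above 3 at 5 µM with at least 500 cells counted in the well; inconclusive = wells under 500 cells, flagged as cytotoxic or low count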
Autophagy mod – autophagy modulation, high-content screen; MEF GFP-LC3 puncta imaging; test concentration mostly 10 µM; 190,000 compounds, 0.98% hits; AID 463193; calls only at 10 µM (by protocol);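 active = percentage of spot-positive cells more than 3 SD above its plate mean, without a fluorescence outlier flag or 80% toxicity; inconclusive = no clear call, values can overlap the other calls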;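 also: spot-positive cell cutoff set from DMSO-treated cells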
Dynein cargo inh cytoplasmic EGFP – further read-out of Dynein cargo inh, marked with its call; z-score; measured here: cytoplasmic GR-EGFP intensity; stronger effect = higher value
Dynein cargo inh nuclear GR-EGFP – also measured in Dynein cargo inh; calls as there; z-score; measured here: nuclear GR-EGFP intensity;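 lower value marks the stronger effect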
Dynein cargo inh cell count – further read-out of Dynein cargo inh, marked with its call; z-score; measured here: cell count per field
Insulin prom up cell count – second read-out of Insulin prom up, no call of its own (marks repeat the call); cell count; measured here: cytotoxicity, nuclei count;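 total cells summed across four imaged fields per well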
bCat nuc transl cell count 5 µM – also measured in bCat nuc transl; calls as there; cell count; measured here: cell count, cytotoxicity flag
MT stabilizer Hoechst-high % – further read-out of MT stabilizer, marked with its call; % Hoechst-high responders; measured here: nuclear condensation Hoechst responders;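 share of cells brighter than vehicle mean plus two SD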
MT stabilizer cytotoxicity % – further read-out of MT stabilizer, marked with its call; toxicity, %; measured here: cytotoxicity by cell density;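 0% = mean cell density of plate MIN control wells and 100% = no cells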
Autophagy mod cell loss 18 h – recorded beside Autophagy mod, whose call it bears; toxicity, %; measured here: cell loss, nuclei count;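 cell loss after 18 h compound exposure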
An asterisk follows results filed as active; i = inactive; ? = inconclusive; / = no result given; [ ] = another dose, or the depositor's remark.

SMILES	M17LAP inhibition	CSM14.1 death rescue	bCat nuc transl	bCat nuc transl cell count 5 µM	M1AAP inhibition	UTI89 phage lysis	MT stabilizer	MT stabilizer Hoechst-high %	MT stabilizer cytotoxicity %	Dynein cargo inh	Dynein cargo inh cytoplasmic EGFP	Dynein cargo inh nuclear GR-EGFP	Dynein cargo inh cell count	Insulin prom up	Insulin prom up cell count	Autophagy mod	Autophagy mod cell loss 18 h
CC1=C(C(=O)c2ccccc2)C(c2cn(-c3ccccc3)nc2-c2ccc(Cl)cc2)NC(=S)N1 (stereo unspecified)	-3.5%	-0.2%	6.2	1305	4.8%	?	2.5	1.5	7.1	0.445	-0.266	0.365	0.00898	-0.57	1345	i	3.7
CCOc1ccc(Oc2cc(C)nc(SC)n2)nn1	-0.8%	1.0%	-0.5	1053	-0.1%	0.4%	2.4	1.6	7.4	0.316	-0.184	0.134	0.404	/	/	i	-7.7
CC1CC(C)CN(C(=O)CCCn2c(=S)[nH]c3ccccc3c2=O)C1 (stereo unspecified)	2.4%	-2.1%	-0.4	1445	0.6%	-0.2%	5.2	2.7	6.5	-0.2	-0.286	-0.0214	0.205	-0.35	1517	i	-11.5
COCC(C)n1c(C)cc(C(=O)COC(=O)c2nc3nc(C)cc(C)n3n2)c1C (stereo unspecified)	13.6%	1.7%	-8.8	819	-0.2%	0.2%	2.4	2.0	7.1	0.622	-0.39	0.208	0.737	0.39	1368	i	-13.6
Cc1sc(NC(=O)CSc2nnnn2C2CCCC2)c(C#N)c1C	0.7%	-0.4%	0.9	1194	-2.6%	3.7%	5.9	2.5	1.9	0.0996	-0.257	0.412	-0.372	-0.31	1404	i	-8.8
CC1Cc2ccccc2N1C(=O)CSc1nnnn1Cc1ccccc1 (stereo unspecified)	7.8%	0.8%	-3.0	831	0.3%	1.4%	5.0	1.9	3.0	0.352	-0.184	0.623	0.511	-0.37	1131	i	2.1
O=S1CC/C(=N\O)c2ccccc21 (stereo unspecified)	2.3%	0.6%	-1.0	1186	2.4%	0.3%	4.2	2.1	4.6	-0.467	-0.173	0.136	-1.03	/	/	i	3.9
COC(=O)c1ccccc1NC(=O)c1noc2c1CCCC2	-6.5%	-4.0%	-1.3	1242	5.0%	1.5%	3.2	2.5	9.1	0.947	-0.239	0.524	0.721	-0.93	1279	i	-5.7
CC(=O)Nc1cccc(NS(=O)(=O)Cc2ccc(Cl)cc2)c1	0.0%	-1.4%	1.0	1168	3.6%	-0.2%[50 µM]	2.7	1.4	5.4	0.418	-0.084	-0.378	-1.01	1.92	1308	i	-2.5
CC(C)CNC(=S)NNC(=O)c1csc2c1CCC(C)C2 (stereo unspecified)	-13.4%	3.9%	-5.5	1249	-14.8%	0.1%	1.9	1.6	4.8	0.356	0.0763	0.668	0.455	-0.58	942	i	-11.6
NC(=O)c1cc([N+](=O)[O-])ccc1NCCN1C(=O)c2ccc(C(=O)O)cc2C1=O	11.0%	-1.3%	-0.1	1487	5.8%	-3.4%	5.2	1.0	4.2	1.51	-0.38	0.534	-0.672	0.33	1434	i	-4.5
O=C(NCCCc1ccccc1)N1CCOCC1	-1.1%	0.8%	0.3	1546	0.4%	0.3%	1.6	1.8	0.0	-0.345	-0.273	-0.0661	0.572	1.59	1652	i	13.8
Cc1ccc(CNC(=O)NCc2ccccc2)cc1	5.2%	1.1%	5.8	897	-3.7%	0.1%	1.6	2.8	6.3	0.281	-0.371	0.0574	0.374	0	1569	i	-0.3
CCCc1nnc(NC(=O)CSc2nc3ccccc3[nH]2)s1	4.0%	-0.7%	1.8	1054	-1.4%	-1.7%	1.9	2.0	8.9	-0.153	-0.117	-0.123	-0.742	/	/	i	5.9
CNCc1ccccc1Sc1cc(O)ccc1O	9.3%	-1.7%	-1.0	951	8.1%	-6.7%	5.4	3.0	7.5	-4.01*	0.661*	-2.43*	0.455*	/	/	i	14.8
O=C(N/N=C/c1coc2ccccc2c1=O)c1cn(-c2ccccc2)nc1-c1ccccc1	42.7%	-1.4%	-1.9	1140	2.1%	-2.3%	5.5	2.3	7.1	0.512	-0.236	0.141	-0.316	-0.25	1389	i	0.3
COC(=O)c1cn(NC(=O)Cc2cccc(OC)c2)c(=O)c2ccccc12	28.4%	-1.3%	-3.2	1058	1.1%	3.3%[50 µM]	4.5	1.8	4.9	1.07	-0.229	1.47	-0.534	-0.02	1553	i	17.3
Cc1ccc(OCCOCCn2cnc3ccccc3c2=O)cc1C	2.8%	-0.1%	0.2	1549	3.3%	/	3.0	3.5	7.9	-0.572	-0.297	0.075	-0.366	-0.36	1468	i	-4.0
O=C(CN1CCN(c2ccccc2O)CC1)Nc1cccnc1Cl	4.3%	0.9%	-1.1	1048	0.5%	0.9%	4.1	2.7	7.0	-0.347	-0.209	0.126	0.555	0.14	1377	i	4.2
COc1ccc(NC(=O)C(Sc2ccccc2)c2ccccc2)c(OC)c1 (stereo unspecified)	2.9%	-1.7%	-2.1	1078	1.4%	2.5%[50 µM]	4.2	2.6	13.6	2.03	-0.235	1.3	-1.96	0.06	1563	i	6.6
O=c1oc(-c2ccc(Br)o2)nc2ccccc12	8.6%	-0.2%	-2.7	1184	-2.3%	0.5%	1.8	0.5	5.3	-1.64	0.459	-0.508	-0.781	-0.34	712	i	-11.6
N#C/C(=C\c1cccc(Oc2ccccc2)c1)C(=O)N1CCOCC1	17.0%	-1.3%	1.0	1482	2.7%	-0.1%	1.8	0.5	0.5	-0.887	-0.262	-0.886	0.649	-0.32	1581	i	5.0
CCOC(=O)Cn1nc(C)n(-c2ccc(Cl)cc2)c1=O	3.0%	-1.5%	-4.9	1168	-0.7%	0.4%	2.8	1.8	2.2	-1.05	-0.291	0.0535	-0.0588	-0.5	1660	i	0.4
Fc1cccc(NC(=S)Nc2ccc(Br)cc2)c1	3.9%	-3.1%	-1.3	1376	8.0%	0.6%	1.6	1.0	6.4	1.45	-0.246	0.367	0.307	0.2	660	i	17.1
COCCn1c(C)cc(C(=O)CSc2nc3ccccc3o2)c1C	6.9%	3.1%	-6.3	994	5.1%	0.2%	2.3	1.6	6.4	-0.696	-0.221	-0.187	0.863	-2.43	1104	i	4.3
CCOC(=O)c1nn(-c2ccc(Br)cc2)cc1C(=O)c1cccc2ccccc12	2.0%	1.0%	-0.5	1356	2.3%	0.2%	2.4	1.7	5.5	0.332	-0.213	0.553	-0.611	0	1243	i	8.1
COC(=O)C/C(O)=C(/N=Nc1cccc(C(F)(F)F)c1)C(=O)OC	2.9%	-1.0%	1.6	1379	-1.9%	1.5%	1.7	1.6	5.7	2.17	-0.104	1.26	-0.641	1.36	1447	i	12.5
CNC(=O)COC(=O)[C@@H](Nc1ccc(S(=O)(=O)N2CCOCC2)cc1[N+](=O)[O-])C(C)C	22.3%	-0.3%	3.4	963	7.5%	2.1%[50 µM]	4.2	2.0	4.1	0.189	-0.239	-0.369	-0.534	-0.18	1260	i	4.4
C=CCn1c(COc2cccc(C)c2C)nnc1SCC(=O)N1CCN(c2ccccc2)CC1	3.2%	8.8%	1.4	1092	6.6%	-4.6%	6.6	3.0	6.6	-0.111	-0.296	-0.221	0.358	-1.1	1433	i	6.6
COC(=O)CCCC1=CC2=C(c3ccccc3)C(=O)C(C)(OC(=O)C3CCCC3)C(=O)C2=CN1C(CO)CO (stereo unspecified)	14.6%	/	0.2	1229	-0.6%	0.6%	/	/	/	-0.897	-0.412	-0.373	0.591	-0.59	1104	/	/
O=C(CC1COc2ccccc2O1)NCc1ccccc1 (stereo unspecified)	28.9%	-2.0%	-0.5	1169	10.8%	0.4%	4.3	2.9	7.8	1.33	0.237	1.12	0.216	/	/	i	7.0
O=C(NN1S(=O)(=O)c2ccccc2S1(=O)=O)c1ccc(Br)cc1	7.7%	-3.4%	0.9	1093	7.2%	0.3%	3.6	1.3	7.9	0.409	-0.24	0.0985	0.954	0.93	1273	i	7.1
Cc1ccc(NC(=O)C(C)NS(=O)(=O)c2ccc(F)cc2)cc1C (stereo unspecified)	8.1%	-1.1%	0.6	1517	-2.4%	0.3%	3.8	1.6	6.0	0.591	-0.0235	0.692	0.0925	0.02	1433	i	-34.4
COc1ccccc1N1CCN(Cc2nc3ccccc3c(=O)n2CC(C)=O)CC1	0.3%	1.8%	/	/	-0.3%	0.6%	2.3	3.7	6.1	-0.502	-0.244	0.0584	0.779	/	/	i	12.0
O=C(O)c1ccc(N/N=C/c2cc3c(cc2[N+](=O)[O-])OCO3)cc1	15.7%	-0.3%	-3.6	1034	?	0.2%	4.5	2.1	8.3	0.13	-0.339	0.373	0.288	-0.43	1146	i	-1.4
CCN(c1ccccc1)P(=O)(Nc1ccccc1)Nc1ccccc1	-1.8%	/	0.4	1310	-0.8%	0.1%	/	/	/	0.381	-0.244	0.759	-0.436	-0.29	1128	/	/
CCNC(=S)N1CCC(C(O)(c2ccccc2)c2ccccc2)CC1	-6.4%	-0.4%	-0.2	1525	-1.1%	0.1%	2.1	1.4	9.6	-0.342	-0.0971	0.0879	0.864	0.04	1495	i	-32.5
